S1P3 antag = antagonists of human S1P3 receptor; Q99500; CHO S1P3 NFAT-BLA reporter, FRET fluorescence, antagonist mode; inhibition, % at 4.98 µM; actives 0.27% (n = 170,000); AID 485;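 active = inhibition above the plate cutoff, the mean inhibition of test wells on that plate plus 3 SD, cut at about 28% in these data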;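 note: cells challenged with S1P at its EC80 of 0.8 µM; blue over green emission ratio from cleaved BLA substrate after 4 h stimulation; 0% = S1P-stimulated wells and 100% = unstimulated DMSO-only wells; some compounds past the cut are filed as inactive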
Target sequence (Q99500 whole entry, looked up): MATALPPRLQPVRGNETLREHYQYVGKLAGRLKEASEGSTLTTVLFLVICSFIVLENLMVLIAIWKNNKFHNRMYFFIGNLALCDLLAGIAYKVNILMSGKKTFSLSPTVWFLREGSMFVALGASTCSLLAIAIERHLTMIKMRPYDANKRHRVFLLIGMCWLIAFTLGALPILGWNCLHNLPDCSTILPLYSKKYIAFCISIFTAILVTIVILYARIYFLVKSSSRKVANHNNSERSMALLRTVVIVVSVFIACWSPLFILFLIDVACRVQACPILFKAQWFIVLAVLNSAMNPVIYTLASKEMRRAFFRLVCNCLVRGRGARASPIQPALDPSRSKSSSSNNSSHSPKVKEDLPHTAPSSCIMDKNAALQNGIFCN
Numbers without * were called inactive.

SMILES	S1P3 antag
COc1ccc(/C=[N+](\[O-])C2N(c3ccccc3)C(=S)SC2(C)C)cc1OC (stereo not given)	-2
CC(O)CSc1nc2c(c(=O)n(C)c(=O)n2C)n1CCCc1ccccc1 (stereo not given)	-12
Cc1ccc(C(=O)NN2C(=O)C3C4C=CC(C4)[C@@H]3C2=O)cc1 (stereo not given in full)	-6
O=C(O)COc1ccc(/C=C/c2nc3ccc([N+](=O)[O-])cc3s2)cc1	14
O=[N+]([O-])c1ccc(Sc2ccccn2)nc1	-7
O=C(CSc1nnc(-c2cccc(S(=O)(=O)N3CCCC3)c2)n1-c1ccccc1)Nc1cccc(C(=O)O)c1	1
CCOC(=O)c1cc2c(=O)n3ccccc3nc2n(Cc2ccc(Cl)cc2)c1=N	-20
COc1cc(/C=C2\SC(=S)N(C(Cc3ccccc3)C(=O)O)C2=O)ccc1O (stereo not given)	-5
Cc1ccc(S(=O)(=O)Oc2ccccc2/C=N/Nc2ccc(C(=O)O)cc2)cc1	7
COc1ccc2[nH]c3c(=O)n(/N=C/c4ccc(OC)c(CN5CCCC5)c4)c(C)nc3c2c1	-8
Cc1ccc(NNC(=O)c2c(C)noc2C)cc1Cl	15
COC(=O)c1ccc2c(c1)N(C)S(=O)(=O)c1cnc(SCC(=O)C(C)(C)C)nc1-2	3
CC(=O)Nc1ccc2c(c1)CCCC2=O	-4
O=S(=O)(Nc1nc2ccccc2nc1NCC1CCCO1)c1cccc(Cl)c1 (stereo not given)	-6
COc1cc(NS(=O)(=O)c2ccc(NC(=S)NC(=O)/C=C/c3ccc(F)cc3)cc2)ncn1	-1
COc1ccc(N2C(=O)CC(NNC(=O)c3cccnc3)C2=O)cc1 (stereo not given)	6
O=C(Nc1ccc(S(=O)(=O)Nc2nccs2)cc1)c1cnc(Cl)c(Cl)c1	-8
CCN(CC)CCNC(=O)Cn1ncc2ccccc2c1=O	-2
NNC(=O)c1sc2nc(N3CCOCC3)c3c(c2c1N)CCCC3	-13
Nc1c(C(=O)OCC(=O)NCc2ccccc2)[nH]c(=O)[nH]c1=O	-7
O=C(O)/C=C/c1cccc2c1OCCO2	8
CC1CCN(Cc2nc3c(c(=O)n(C)c(=O)n3C)n2Cc2cccc3ccccc23)CC1	20
CCN(C(=O)c1cnc(OC)cc1C(F)(F)F)c1ccc(Cl)cc1	0
CCOC(=O)c1cc(-c2ccc(OC)cc2)nn1-c1ccccc1C(=O)O	6
S=c1[nH]nc(-c2cc(-c3ccccc3)n[nH]2)n1/N=C/c1c(Cl)cccc1Cl	-2

3 of the compounds above, bar-delimited:
smiles | S1P3 antag
CCN(CC)CCNC(=O)Cn1ncc2ccccc2c1=O | -2
NNC(=O)c1sc2nc(N3CCOCC3)c3c(c2c1N)CCCC3 | -13
Nc1c(C(=O)OCC(=O)NCc2ccccc2)[nH]c(=O)[nH]c1=O | -7

Following part:
SMILES	S1P3 antag
CCOC(=O)c1cc(-c2csc(-c3ccc(C(F)(F)F)cc3)n2)on1	-13
CC(C)c1ccc(NC(=O)c2cc3c(=O)n(C)c4ccccc4c3n2C)cc1	-1
O=C(CCC(=O)N1CCN(c2ccc(O)cc2)CC1)c1cccs1	-1
CN(C)/C=C/c1c([N+](=O)[O-])c2ccc(O)cc2n1-c1ccccc1	-11
COc1ccc(/C=C/C(=O)NCC(=O)N/N=C(/CCC(=O)O)c2ccccc2)cc1	-9
O=C1NC2(CCSC2)C(=O)N1CC(=O)N(Cc1ccccc1)C1CCS(=O)(=O)C1 (stereo not given)	-11
c1ccc(OCc2nnc3n2CCCCC3)cc1	-9
O=C(NNc1cccc([N+](=O)[O-])c1)/C(=C\c1cccnc1)NC(=O)c1ccccc1	-11
CCn1cc(C(=O)O)c(=O)c2cc(F)c(N3CCN(C(=S)NC(=O)c4ccccc4Cl)CC3)cc21	-7
COc1ccccc1/C=C/C=N/n1c(-c2ccc(Cl)cc2Cl)n[nH]c1=S	1
Cc1cn2c(nc1=O)OC1CC2OC1CO (stereo not given)	-11
CC1CCC(NC(=O)CN(C)S(=O)(=O)c2cccc3cccnc23)CC1 (stereo not given)	0
CCC(C)c1ccc(OCc2ccc(C(=O)OC)o2)cc1 (stereo not given)	2
CC(C)(C)c1cc(C(=O)NNc2cc(C(F)(F)F)ccc2Cl)n(Cc2ccccc2)n1	21
Cc1cccc(NC(=S)NC(C)C(c2cccs2)N2CCN(C)CC2)c1C (stereo not given)	-5
O=C1CCNc2c(Cl)cc(Cl)cc21	-6
Clc1ccc(/C=N\Nc2ccccc2)cc1	13
Cc1ccc(N(C)C(=O)C2CCCN2S(=O)(=O)c2cccc3nsnc23)cc1 (stereo not given)	3
COc1cc2[nH]c(Cl)c([N+](=O)[O-])c2cc1OC	-15
COC(=O)/C=C1\SC(N)=NC1=O	-18
CCCCN(CCCC)CC(O)Cn1c2ccccc2c(=O)c2ccccc21 (stereo not given)	-17
Cn1cccc2[nH]c(=O)nc1-2	-1
CCC1CCC2(CC1)SCC(=O)N2c1ccccc1 (stereo not given)	-6
CC(C)n1c(SCC(=O)N2CCN(C(=O)c3ccco3)CC2)nc2c1c(=O)n(C)c(=O)n2C	3
CCCCOC(=O)c1sc2nc(N3CCOCC3)c3c(c2c1N)CC(C)(C)OC3	-9
Additional records:
SMILES	S1P3 antag
COc1ccc(N2CCN(C(c3ccc4ncccc4c3)c3nnnn3C(C)C)CC2)cc1 (stereo not given)	-3
CC1(C)Cc2c(c(-c3ccccc3)nc3sc4c(=O)[nH]c(=S)[nH]c4c23)CO1	1
CCc1nc2n(n1)C(O)c1cc([N+](=O)[O-])ccc1S2 (stereo not given)	-8
NC(=S)NNC(=O)c1ccccc1Cl	-7
O=C(COc1ncnc2ccc(Br)cc12)NCc1ccco1	-3
O=C(NCc1ccccc1Cl)c1ccc2nnsc2c1	4
Cc1cccc(NC(=O)c2ccc(NCCO)c([N+](=O)[O-])c2)n1	-1
COc1ccccc1NS(=O)(=O)c1cc(NC(=O)c2cnccn2)ccc1N1CCOCC1	-7
COCCCNc1nc(N)c([N+](=O)[O-])c(NCC2CCCO2)n1 (stereo not given)	-22
COCCNC(=S)NNc1ccc(Cl)c(C(=O)O)c1	-11
CCCCC(CCC(=O)Nc1ccn(-c2ccccc2)n1)C(=O)O (stereo not given)	-13
O=C1CCCN1CCCNC(=S)Nc1ccccc1	-2
O=C(NCCCn1ccnc1)C(=O)NCC1OCCN1S(=O)(=O)c1ccc2c(c1)OCCO2 (stereo not given)	-27
COc1cc(OC)c(N(C)S(=O)(=O)c2cccc(C(=O)Nc3nnc(C4CC4)s3)c2)cc1Cl	-7
O=C(Cn1cncn1)N/N=C/c1cccnc1	-17
O=c1c2ccccc2nnn1Cc1ccccc1	10
CC(C)S(=O)(=O)c1csc(C(=O)Nc2ccc(F)cc2)c1N	8
Cc1ccc(NC(=O)c2ccc(CNc3c(N4CCC(C)CC4)c(=O)c3=O)cc2)cc1	2
N#C/C(=C\c1ccccc1[N+](=O)[O-])C(=O)NCc1ccccc1	2
CC(=O)c1csc(CS(=O)(=O)c2ccccn2)n1	12
COc1ccc(CC(=O)NNC(=S)NCC2CC2)cc1OC	-13
Cn1c(=O)[nH]c(=O)c2c1nc(Br)n2C/C=N/NC(N)=S	-1
Nc1nc(-c2c(Cl)cccc2Cl)no1	-10
Clc1ccccc1N=C1SCCS1	-12
CC1=C(C#N)C(=O)N(C2CCS(=O)(=O)C2)C(=O)/C1=C\c1ccco1 (stereo not given)	4
(more compounds)
SMILES	S1P3 antag
Nc1cccnc1Oc1ccc(F)cc1	-11
Cn1c2ccccc2c2cc([N+](=O)[O-])ccc21	6
CC1COC(Cn2c3ccccc3c3ccccc32)O1 (stereo not given)	-7
COc1ccccc1N1N=C(C(=O)c2ccccc2)C2C(=O)N(c3ccc(Br)cc3)C(=O)C21 (stereo not given)	-1
CCCN(Cc1ccco1)S(=O)(=O)c1ccc(OC)c(OC)c1	12
S=c1[nH]nc(C(c2ccccc2)C2CCCCC2)o1 (stereo not given)	-7
CN(n1cnc2ccccc2c1=O)S(C)(=O)=O	2
O=C1N=C(N2CCOCC2)S/C1=C\c1ccccc1OS(=O)(=O)c1ccccc1	6
CC1(CCc2ccccc2)NC(=O)N(CC(=O)O)C1=O (stereo not given)	-1
CC(=O)c1ccc(NC(=S)Nc2cccc3cnccc23)cc1	6
Cc1ccc(/C=N/Nc2ccc(Cl)nn2)cc1	-2
O=C1NCCN/C1=C\C(=O)c1cccc(Br)c1	4
COc1ccc(/C=N/n2cnnc2)cc1Br	9
O=C(O)CC1S/C(=N\N=C2CCCCCC2)N(c2ccccc2)C1=O (stereo not given)	-2
O=S(=O)(c1ccccc1)N1CCN(c2nnc(-c3ccccc3)c3ccccc23)CC1	-7
Cc1cc(Br)ccc1SCC(=O)OCC(=O)NCc1ccco1	-6
Cc1ccc2c(C(=O)CCl)c(C)[nH]c2c1	-1
NC(=NC(=O)c1ccc(OCC(F)(F)F)nc1)c1ccccc1	-4
CN(C)c1ccc(-c2nc3cnccn3c2Nc2ccc3c(c2)OCCO3)cc1	-3
COc1ccccc1C(O)c1nccn1C (stereo not given)	-9
COC(=O)c1cc(C)nc(Sc2ccccc2NC(C)=O)n1	-16
CC(=O)c1ccc(Sc2ccccc2)c([N+](=O)[O-])c1	-8
CSc1nc(NCCCO)c2c3c(sc2n1)CN(C)CC3	5
CC(C)n1c(O)c(N=Nc2ccc(Cl)c(C(=O)O)c2)c2ccccc21	6
CCOc1ccc(-c2c(C(=O)N/N=C/c3ccc(C)cc3)nnn2-c2nonc2N)cc1	-12

In a second layout: results already given.
| compound | S1P3 antag |
| --- | --- |
| COC(=O)c1cc(C)nc(Sc2ccccc2NC(C)=O)n1 | -16 |
| CC(=O)c1ccc(Sc2ccccc2)c([N+](=O)[O-])c1 | -8 |

Next section
SMILES	S1P3 antag
NS(=O)(=O)c1ccc(CCn2c(=S)[nH]c3ccccc3c2=O)cc1	1
CCN(CCNC(=O)C1=C(C)C(=O)OC12CCC(C)CC2)c1ccccc1 (stereo not given)	14
O=C1CC(N2CCc3ccccc32)C(=O)N1c1ccccc1 (stereo not given)	2
Cc1cc(C(=O)Nc2ccc(Cl)cc2)c(C)n1Cc1cccs1	12
COc1ccc(C(=O)Nc2ccc(-c3nnn(CC(=O)NCc4ccco4)n3)cc2)cc1	1
S=C(Nc1ccccc1)Nc1ccc(Br)cc1	3
CC[N+](C)(CC)CC(=O)OCC1C(C)C=C(C)CC1C (stereo not given)	4
CCOCCCNC(=O)N[C@H](C(=O)OC)C(C)CC (stereo not given in full)	-1
Cn1nc(C(=O)Nc2nc(-c3ccc(F)cc3)cs2)ccc1=O	-6
O=C1/C(=C/c2ccco2)SC(=S)N1c1cccnc1	-9
Cc1cc2cc(CNC(=O)c3ccco3)ccc2n1C	-28
COc1ccc(-c2c(C)nn3c(N4CCC(C(=O)N5CCCCC5)CC4)cc(C)nc23)cc1OC	32
CC(C)COC(=O)n1c(SCC(N)=O)nc2ccccc21	-6
Cn1c2ccc(F)cc2c2nnc(NN)nc21	-8
COc1ccccc1-n1cn[nH]c1=S	-6
COC(=O)c1cnn(-c2ccccc2)c1/C=N/NC(=S)Nc1ccc(Cl)cc1	1
O=C1C2C3C=CC(C4CC34)C2C(=O)N1c1cc(Cl)ccn1 (stereo not given)	15
Cc1nn(CCC#N)c(N)c1C1(O)C(=O)Nc2c(Cl)cc(Cl)cc21 (stereo not given)	-23
CCn1nc(NC(=O)c2ccco2)c2cc3cc(C)ccc3nc21	12
O=C(O)CCC(=O)c1ccc2ccc3cccc4ccc1c2c34	-10
COCCCNC(=S)NNC(=S)NCCCOC	-2
COC(=O)c1ccc(C#Cc2ccccc2)o1	5
Cn1ccnc1C1CCCCN1C(=O)c1cc(COc2ccc(F)cc2F)on1 (stereo not given)	-12
COC(=O)c1ccc(S(=O)(=O)N(Cc2ccccc2)Cc2ccccc2)n1C	8
Cc1ccc(CC2C(=O)N(c3cc(Cl)ccn3)C(=O)C2C)cc1 (stereo not given)	10
Remaining list, next part.
SMILES	S1P3 antag
CC(=O)C1C(c2ccc(Cl)cc2)c2c(noc2C)CC1(C)O (stereo not given)	-4
O=C(Nc1ccc2[nH]ccc2c1)c1ccccc1	-1
COc1cc(C)ccc1Oc1nc(-c2ccccc2O)nc2ccccc12	6
Cc1ccc(NC(=O)c2c(C)noc2-c2snnc2C)cc1	-2
Cc1c(N2C(=O)CSC2c2ccc([N+](=O)[O-])cc2)c(=O)n(-c2ccccc2)n1C (stereo not given)	13
O=C(O)c1cc(/C=C/C(=O)c2cc(F)ccc2O)c2c(c1)COCO2	-18

A second format for 2 compounds above:
Cc1c(N2C(=O)CSC2c2ccc([N+](=O)[O-])cc2)c(=O)n(-c2ccccc2)n1C (stereo not given)
  S1P3 antag = 13

O=C(O)c1cc(/C=C/C(=O)c2cc(F)ccc2O)c2c(c1)COCO2
  S1P3 antag = -18

3 structures out of the list, sorted by SMILES length, ascending:
SMILES	S1P3 antag
Cc1ccc(NC(=O)c2c(C)noc2-c2snnc2C)cc1	-2
COc1cc(C)ccc1Oc1nc(-c2ccccc2O)nc2ccccc12	6
Cc1c(N2C(=O)CSC2c2ccc([N+](=O)[O-])cc2)c(=O)n(-c2ccccc2)n1C (stereo not given)	13

Screening results: PubChem, The Scripps Research Institute Molecular Screening Center

Some of the compounds tested; rates above refer to the full screens.
